# NOD1 NF-kB reporter: inhibition of NOD1-driven NF-kB reporter – cell-based, luminescence, uHTS, primary screen (AID 1578); inhibition, % at 4 µM, or EC50 in µM where a hit was titrated; 290,000 compounds, 1% hits; NOD1-driven NF-kB luciferase reporter cells, luminescence; higher % means a stronger effect; in the data active = inhibition mostly above about 36%, no sharp cut-off; inactive = mostly below about 34%;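 also: HEK-293T reporter cells stimulated with the NOD1 agonist gamma-tri-DAP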
# NOD2 inhibition: inhibition of NOD2-driven NF-kB reporter – cell-based, luminescence, uHTS, HEK293 (AID 1566); 290,000 compounds, 0.63% hits; inhibition, % at 4 µM; hits with a dose series show EC50 in µM; HEK293 NOD2/NF-kB luciferase reporter, luminescence; higher % means a stronger effect; in the data active = inhibition above about 50%; also: many of its hits are not listed in these tables
# * hit, by the source's call. Only part of the results is shown, so the mix of outcomes need not match the whole.
# Preview:
# Values run as follows: NOD1 NF-kB reporter | NOD2 inhibition
Cc1c(C(=O)N2CCCc3ccccc32)oc2ccccc12
 : -56% | -22%
Cc1ccccc1NC(=O)CSc1ccc2nnc(-c3ccccn3)n2n1
 : -35% | 6%
O=C(Cc1ccsc1)Nc1ccccc1F
 : -20% | 10%

# Results (from the top)
# Values run as follows: NOD1 NF-kB reporter | NOD2 inhibition
Cc1c(C(=O)N2CCCc3ccccc32)oc2ccccc12
 : -56% | -22%
Cc1ccccc1NC(=O)CSc1ccc2nnc(-c3ccccn3)n2n1
 : -35% | 6%
O=C(Cc1ccsc1)Nc1ccccc1F
 : -20% | 10%
Cc1cc(C(=O)N2CCN(Cc3ccccc3)CC2)ccc1[N+](=O)[O-]
 : 0% | 6%
CCCCCCc1nc(C(N)=O)c2[nH]c(=O)n(-c3ccccc3F)c2n1
 : -2% | 14%
Cc1cccc(C)c1NC(=O)CN(C)C(=O)c1cccc(S(=O)(=O)N2CCN(c3ccccc3)CC2)c1
 : 2% | 15%
COCCNC(=O)c1ccc(CSCc2cccc(Cl)c2)o1
 : -7% | 24%
COc1ccc(S(=O)(=O)N2CCCOC2CNC(=O)C(=O)NCc2cccnc2)cc1 (centres undefined)
 : -35% | -7%
O=C(NCC(O)c1ccccc1)Nc1cccs1 (centres undefined)
 : -19% | -6%
COc1cc(C(=O)Nc2ccc3nc4n(c(=O)c3c2)CCCCC4)cc(OC)c1OC
 : 7% | 31%
CC(C)c1nc(SCC(=O)NC2CCCC2)c2ccccc2n1
 : -5% | -8%
COC(=O)c1ccc(-c2csc(NC(=O)C3=COCCO3)n2)cc1
 : -34% | 34%
COc1ccccc1NC(=O)C1CCN(c2ncnc3c2nc2n3CCCCC2)CC1
 : -11% | 31%
COc1ccc2nc(SCC(=O)NC3CCCC3)c(C)cc2c1
 : 7% | -1%
NC(=O)C1CCN(C(=O)c2ccc3c(=O)n(Cc4cccc(Br)c4)c(=S)[nH]c3c2)CC1
 : -38% | 3%
COc1ccc(OCC(=O)N2CCCC(CO)(CCOc3ccccc3)C2)cc1 (centres undefined)
 : -6% | 21%
Cc1cc(NC(=O)C(C)SCC(=O)OCC(=O)N(Cc2ccccc2)C(C)(C)C)no1 (centres undefined)
 : -2% | 2%
CC(C)(C)C#CCn1c(/C=[N+](\[O-])C2CCCCC2)nc2ccccc21
 : -28% | 16%
COc1ccccc1N1CCN(C(=O)CSc2nc3ccccc3nc2N2CCC(C)CC2)CC1
 : 58%* | -8%
CSCC[C@H](NC(=O)N1CCn2c1nc1ccccc12)C(=O)N[C@H](Cc1ccccc1)C(=O)O
 : 7% | 17%
CC(=O)Nc1ccc(NC(=O)c2ccc(COc3ccccc3Br)o2)cc1
 : -16% | 9%
Cc1c(C(=O)N2CCNCC2)oc2ccccc12
 : -6% | -4%
Cc1cccc2c(N=O)c(O)n(CCc3ccccc3)c12
 : 16% | -42%
Cc1ccc(NC(=O)CCn2c(=S)oc3ccccc32)cc1F
 : -12% | -10%
COC(=O)Cn1c(CN(C)Cc2ccccc2)nc2c1c(=O)n(C)c(=O)n2C
 : -7% | 8%
O=C(N/N=C/c1ccc2c(c1)OCO2)c1ccc(NC(=O)c2ccc(F)cc2)cc1
 : -11% | -24%
O=C(O)c1nn(Cc2nc3ccccc3o2)c(=O)c2ccccc12
 : -27% | 7%
Cc1ccc(-c2nc(CS(=O)CC(=O)NC3CCCC(C)C3C)c(C)o2)cc1 (centres undefined)
 : 3% | 5%
Cc1oc2cc3oc(=O)c(CCC(=O)NCCN4CCOCC4)c(C)c3cc2c1C
 : 30% | -3%
O=C(NCC1CCCN(C2Cc3ccccc3C2)C1)c1cccs1 (centres undefined)
 : 12% | -2%

# 21 entries from above in another layout:
NOD1 NF-kB reporter | NOD2 inhibition | Structure
-56% | -22% | Cc1c(C(=O)N2CCCc3ccccc32)oc2ccccc12
-35% | 6% | Cc1ccccc1NC(=O)CSc1ccc2nnc(-c3ccccn3)n2n1
-20% | 10% | O=C(Cc1ccsc1)Nc1ccccc1F
0% | 6% | Cc1cc(C(=O)N2CCN(Cc3ccccc3)CC2)ccc1[N+](=O)[O-]
-2% | 14% | CCCCCCc1nc(C(N)=O)c2[nH]c(=O)n(-c3ccccc3F)c2n1
2% | 15% | Cc1cccc(C)c1NC(=O)CN(C)C(=O)c1cccc(S(=O)(=O)N2CCN(c3ccccc3)CC2)c1
-7% | 24% | COCCNC(=O)c1ccc(CSCc2cccc(Cl)c2)o1
-35% | -7% | COc1ccc(S(=O)(=O)N2CCCOC2CNC(=O)C(=O)NCc2cccnc2)cc1 (centres undefined)
-19% | -6% | O=C(NCC(O)c1ccccc1)Nc1cccs1 (centres undefined)
7% | 31% | COc1cc(C(=O)Nc2ccc3nc4n(c(=O)c3c2)CCCCC4)cc(OC)c1OC
-5% | -8% | CC(C)c1nc(SCC(=O)NC2CCCC2)c2ccccc2n1
-34% | 34% | COC(=O)c1ccc(-c2csc(NC(=O)C3=COCCO3)n2)cc1
-11% | 31% | COc1ccccc1NC(=O)C1CCN(c2ncnc3c2nc2n3CCCCC2)CC1
7% | -1% | COc1ccc2nc(SCC(=O)NC3CCCC3)c(C)cc2c1
-38% | 3% | NC(=O)C1CCN(C(=O)c2ccc3c(=O)n(Cc4cccc(Br)c4)c(=S)[nH]c3c2)CC1
-6% | 21% | COc1ccc(OCC(=O)N2CCCC(CO)(CCOc3ccccc3)C2)cc1 (centres undefined)
-2% | 2% | Cc1cc(NC(=O)C(C)SCC(=O)OCC(=O)N(Cc2ccccc2)C(C)(C)C)no1 (centres undefined)
-28% | 16% | CC(C)(C)C#CCn1c(/C=[N+](\[O-])C2CCCCC2)nc2ccccc21
58%* | -8% | COc1ccccc1N1CCN(C(=O)CSc2nc3ccccc3nc2N2CCC(C)CC2)CC1
7% | 17% | CSCC[C@H](NC(=O)N1CCn2c1nc1ccccc12)C(=O)N[C@H](Cc1ccccc1)C(=O)O
-16% | 9% | CC(=O)Nc1ccc(NC(=O)c2ccc(COc3ccccc3Br)o2)cc1

# Additional records follow:
# Values run as follows: NOD1 NF-kB reporter | NOD2 inhibition
Cc1ccc(C(=O)/C=C/NNC(=O)c2ccccc2O)cc1
 : -33% | 2%
COc1ccc(N(CC(=O)NCCc2ccccc2)C(=O)c2csnn2)cc1
 : -13% | -10%
CC(C)Sc1nnc(-c2ccc(S(=O)(=O)N3CCOCC3)cc2)n1C
 : -14% | 0%
COc1ccc(CN2CCC(n3nccc3NC(=O)C3CC3)CC2)c(Cl)c1OC
 : 33% | 1%
Cc1nnsc1C(=O)NC1CCCc2c1cnn2-c1ccc(F)cc1F (centres undefined)
 : 15% | 49%
O=C(O)c1ccc(NC(=O)c2ccc3c(c2)C(=O)N(CC2CCCO2)C3=O)cc1 (centres undefined)
 : -12% | 18%
CCC(C)(C)NC(=O)c1cc(S(=O)(=O)N2CCc3ccccc32)cn1C
 : 15% | 13%
O=C(OCC(=O)N1CCCC1)c1cc(Cl)ccc1Cl
 : -23% | 7%
O=C(N/C(=C\c1ccc(Br)cc1)C(=O)N1CCOCC1)c1ccccc1Cl
 : -35% | -5%
CCn1cc(CCCC(=O)NCc2ccc(OC)cc2)c2ccccc21
 : 1% | -6%
CC(=O)Nc1ccc(Sc2ccccc2C(=O)O)cn1
 : -8% | 12%
Cc1cc(C(=O)O)cc(S(=O)(=O)Nc2ccccc2C(=O)NC(C)c2ccccc2)c1C (centres undefined)
 : -23% | 3%
Cn1c(=O)n(CC(=O)O)c(=O)c2c1nc1n2CCCN1Cc1ccccc1
 : 41% | -12%
O=CN1CCN(S(=O)(=O)c2ccc(S(=O)(=O)NC3CCCCC3)cc2)CC1
 : -36% | -32%
O=C(NCC1CCN(Cc2ccccc2F)CC1)Nc1cccc(Br)c1
 : -3% | 29%
COc1ccc(S(=O)(=O)NCc2ccccn2)cc1NC(=O)c1ccccc1F
 : -2% | -36%
CCOC(=O)CC1(NC(=O)C2CCC(=O)N(Cc3ccccc3OC)C2)CCCCC1 (centres undefined)
 : -15% | -8%
CCc1ccc(NC(=O)CCCNC(=O)Cn2cnc3sc(C)c(C)c3c2=O)cc1
 : -17% | 7%
Cn1nc(C(=O)NC2CCCCC2)c2c1-c1ccccc1SC2
 : -30% | 7%
COc1ccc(/C=C2/C(=N)N3N=C(CC(=O)N4CCCC4)SC3=NC2=O)cc1
 : 21% | -14%
O=C(O)C1CCCC2CN3CCc4c([nH]c5ccccc45)C3C(O)C21 (centres undefined)
 : 26% | 12%
Cc1cccc(N2C(=O)N3[C@@H]4c5ccccc5OC[C@@H]4[C@@H](c4ccccc4)[C@]3(C)C2=O)c1
 : -4% | -12%
CC(C)c1cc(=O)n2[nH]c(SCc3ccccc3Cl)nc2n1
 : 8% | 8%
Cc1c(O)ccc2c(CC(=O)N[C@@H](Cc3ccc(O)cc3)C(=O)O)cc(=O)oc12
 : 6% | 21%
COc1ccc(CCC(C)NC(=O)Cc2ccc(OC)c(OC)c2)c(OC)c1 (centres undefined)
 : 9% | 31%
Cc1cccc(/C=C2/Sc3ccc(C(=O)NCCCN4CCOCC4)cc3NC2=O)c1
 : 0% | 16%
COc1cc(OC)cc(-c2nnc(SCc3ccc(C(=O)O)cc3)o2)c1
 : -6% | 8%
COc1ccccc1/C=C/C(=O)N1CCc2cc(OC)c(OC)cc2C1C (centres undefined)
 : -28% | -11%
Cc1ccc(C)c(CN2CCCN(Cc3cc(C)ccc3C)S2(=O)=O)c1
 : -8% | 15%
O=C(C(Cl)c1ccccc1)N1CCOCC1 (centres undefined)
 : -24% | 4%

# Next section
# Values run as follows: NOD1 NF-kB reporter | NOD2 inhibition
CCOc1ccc(C(=O)Oc2cc(C)[nH]c(=O)c2[N+](=O)[O-])cc1OCC
 : -13% | -1%
O=C(NC(Cc1ccccc1)C(=O)N1CCc2ccccc2C1)c1ccccc1 (centres undefined)
 : -14% | 18%
COc1cccc(CNC(=O)c2ccc(CS(=O)c3ccccc3)o2)c1 (centres undefined)
 : -2% | 6%
CCC1COCCS(=O)(=O)N1Cc1ccc(C)cc1 (centres undefined)
 : -17% | 12%
COCCCNC(=O)c1ccc(S(=O)(=O)c2ccc(C)cc2)c(NC(C)=O)c1
 : 2% | 5%
Cc1ccccc1NC(=O)c1ccc(S(=O)(=O)N2CCCC2)cc1
 : -45% | 6%
COc1ccc(N2CCN(S(=O)(=O)CCNC(=O)C3CC(=O)N(c4ccccc4)C3)CC2)cc1 (centres undefined)
 : -9% | 5%
CC(C)OCCCNC(=O)C1CCC(CNS(=O)(=O)c2cccc3nsnc23)CC1 (centres undefined)
 : -6% | 7%
Cc1ccc(C(=O)O)cc1-n1c(=O)n(Cc2ccccc2)c(=O)c2[nH]cnc21
 : -12% | -2%
CCOc1ccccc1C(=O)N/N=C/c1coc2ccc(C)cc2c1=O
 : 18% | -1%
CN1C(=O)/C(=C/c2ccc(OCc3ccc(F)cc3)cc2)N(C)C1=S
 : 9% | 5%
Cc1c(C(=O)NCCNc2ncc(C(F)(F)F)cc2Cl)cccc1[N+](=O)[O-]
 : -1% | 15%
Cc1cc(C)c(C(=O)N2CCC(N3CCC(C(=O)NC(C)C)CC3)CC2)o1
 : -37% | 7%
NC1=NC(=O)/C(=C/c2ccc(Cl)cc2Cl)S1
 : -9% | 2%
CCc1cc(=O)oc2c3c(cc(OCC(=O)NCCCOC)c12)OC(C)(C)CC3
 : -5% | 4%
Nc1nc(NCCO)nc(N2CCCCCC2)c1[N+](=O)[O-]
 : -5% | 10%
CCOc1ccc(C(=O)Nc2ncn[nH]2)cc1
 : -10% | 6%
Cn1cc(S(=O)(=O)Nc2ccc(F)c(Cl)c2)c(=O)n(C)c1=O
 : -14% | 15%
CCS(=O)(=O)N1Cc2ccccc2CC1C(=O)Nc1ccc(F)c(F)c1F (centres undefined)
 : -4% | 5%
C=CCNc1nc(C)c(CNc2c(C)cc(C)cc2C)nc1C#N
 : -19% | 15%
Nc1ccccc1SCC(=O)Nc1ccc2c(c1)OCCO2
 : -84% | -56%
O=C(O)CCn1c2ccccc2c2nc3ccccc3nc21
 : -32% | -1%
COCCNC(=O)C(c1ccc(C)cc1)N(C(=O)CCC(=O)Nc1ccccn1)c1ccccc1C (centres undefined)
 : -11% | 5%
O=C(NCCc1ccc(Cl)cc1)C12CC3CC(CC(O)(C3)C1)C2
 : -32% | 7%
CN(Cc1ccccc1)C1(CNC(=O)CCC(F)(F)F)Cc2ccccc2C1
 : -40% | -45%
CCC1=Nc2cc(C(=O)NCCN3CCOCC3)ccc2Sc2ccc(Br)cc21
 : 15% | -10%
CN(C)c1ccc(N2C(=NC(=O)CCc3ccccc3)SC3CS(=O)(=O)CC32)cc1 (centres undefined)
 : 27% | 14%
COc1ccc(NC(=O)CCc2nnc3ccc(N4CCN(c5cccc(OC)c5)CC4)nn23)cc1
 : -11% | 21%
CC(C)Oc1ccc(C(=O)Nc2ccc(N3CCN(C(=O)c4ccco4)CC3)cc2)cc1
 : -6% | 11%
CCOc1ccc2nc(N3CCC(C(=O)NC4CCCCC4)CC3)sc2c1
 : -22% | 5%
COc1ccc(N(CC(=O)N2CCCCCC2)S(=O)(=O)c2ccc(OC)c(OC)c2)cc1
 : -9% | 9%
O=C(c1ccccc1)N(Cc1ccccc1)Cc1ccccc1
 : -42% | 5%
Cc1cc(NC(=O)CNCC(c2ccccc2)N(C)C)c([N+](=O)[O-])cc1C (centres undefined)
 : -4% | 14%
